High-throughput results deposited in PubChem by several laboratories.
GLD-1 RNA inh: GLD-1/TGE RNA complex disruptors, primary screen, biochemical, fluorescence polarization | 320,000 tested, 0.44% active | purified GLD-1 + fluorescein TGE RNA | Female germline-specific tumor suppressor gld-1 (Caenorhabditis elegans), Q17339 | inhibition, % at 5.96 µM;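 active = percent inhibition above a per-plate cutoff, the plate mean of test compounds plus 3 SD, cut at about 30% in these data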;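 note: 0% = DMSO wells with GLD-1 and probe and 100% = wells lacking GLD-1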
PAFAH1B2 FP inh: PAFAH1B2 enzyme inhibitors, primary screen, biochemical, fluorescence polarization, human; Platelet-activating factor acetylhydrolase IB subunit alpha2 (Homo sapiens), P68402; 340,000 tested, 1.2% active; inhibition, % at 3.39 µM; recombinant PAFAH1B2, FP-rhodamine activity probe;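 active = inhibition above the mean of all tested compounds plus 3 SD, cut at about 24% in these data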;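 note: 0% = enzyme with DMSO and 100% = wells lacking PAFAH1B2; many of its hits are not listed in these tables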
AHR activator: AHR activators, primary screen, cell-based, luminescence, luciferase reporter, human; AHR-responsive luciferase reporter cells; 320,000 tested, 2.5% active; activation, % at 5 µM; Aryl hydrocarbon receptor (Homo sapiens), P35869; in the data active = activation above about 47%;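 note: 0% = vehicle wells and 100% = reference agonist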
Target sequence (P35869 whole entry, looked up): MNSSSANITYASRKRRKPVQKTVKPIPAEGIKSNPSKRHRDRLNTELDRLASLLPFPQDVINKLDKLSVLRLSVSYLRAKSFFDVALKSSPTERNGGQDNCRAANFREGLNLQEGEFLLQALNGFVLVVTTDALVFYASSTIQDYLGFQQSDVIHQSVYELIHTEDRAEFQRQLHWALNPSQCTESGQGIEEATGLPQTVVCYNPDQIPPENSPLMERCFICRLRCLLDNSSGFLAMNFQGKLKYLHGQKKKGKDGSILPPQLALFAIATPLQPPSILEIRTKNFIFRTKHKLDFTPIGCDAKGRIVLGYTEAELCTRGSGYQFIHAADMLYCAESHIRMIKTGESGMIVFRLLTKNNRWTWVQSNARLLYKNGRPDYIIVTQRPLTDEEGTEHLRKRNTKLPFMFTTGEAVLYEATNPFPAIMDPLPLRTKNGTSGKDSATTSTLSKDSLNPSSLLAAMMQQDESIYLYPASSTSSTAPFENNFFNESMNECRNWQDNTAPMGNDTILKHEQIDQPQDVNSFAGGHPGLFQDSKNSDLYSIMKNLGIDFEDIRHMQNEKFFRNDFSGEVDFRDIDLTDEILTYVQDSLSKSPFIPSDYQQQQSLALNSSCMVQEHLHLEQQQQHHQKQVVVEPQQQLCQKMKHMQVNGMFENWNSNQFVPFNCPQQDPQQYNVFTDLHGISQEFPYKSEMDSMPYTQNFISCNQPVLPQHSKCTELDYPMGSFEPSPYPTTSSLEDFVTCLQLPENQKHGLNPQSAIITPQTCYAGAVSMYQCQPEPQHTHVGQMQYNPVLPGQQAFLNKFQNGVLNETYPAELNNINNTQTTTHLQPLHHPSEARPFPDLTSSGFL
Fam108B inh: mouse Fam108B serine hydrolase inhibitors, primary screen, counter-screen for RBBP9 inhibitor project, biochemical, fluorescence polarization; recombinant Fam108B, FP-Rh probe fluorescence polarization; inhibition, % at 9.51 µM; 300,000 tested, 0.33% active;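 active = inhibition above the screen mean inhibition plus 3 SD, computed separately per campaign, cut at about 18% in these data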;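 note: inhibitors lower polarization as less probe binds the enzyme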
MEX-5 binding: MEX-5 zinc finger RNA-binding disruptors – biochemical, C. elegans, fluorescence polarization, MLPCN library, primary screen | 300,000 tested, 0.38% active | MEX-5/FITC-TCR2 RNA binding; stronger effect = lower value | activity score (negative = inhibition of binding), % at 10 µM;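 active = inhibition past about -25% in most replicates, and total fluorescence under double the plate's negative control median, limit read from the data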;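 note: 0% = DMSO and -100% = 5 µM competing unlabeled TCR2 RNA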
PME-1 inh: PME-1 inhibitors via competitive probe labeling, primary screen, biochemical, fluorescence polarization, FP-Rh probe, HTS; recombinant PME-1; inhibition, % at 5.9 µM; 320,000 tested, 0.53% active;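 active = inhibition above the campaign mean of all compounds plus 3 SD, cut at about 26% in these data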;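 note: competitive labeling of PME-1 active site by serine hydrolase directed probe; 0% = PME-1 with DMSO and 100% = wells lacking PME-1 enzyme; inhibitors block probe labeling so polarization falls and inhibition rises; many of its hits are not listed in these tables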
Bcl-xL primary: inhibitors of human Bcl-xL, primary screen, biochemical, fluorescence polarization, HTS | Bcl-2-like protein 1 (Homo sapiens), Q07817 | 320,000 tested, 0.7% active | inhibition, % at 10.9 µM | AID 2129, 2009 | GST-Bcl-xL / FITC-Bim BH3 peptide fluorescence polarization;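 active = inhibition above the mean of all tested compounds plus 3 SD, cutoff set per campaign, cut at about 30% in these data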;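 note: 0% = DMSO wells and 100% = unlabeled Bim-BH3 peptide competitor; inhibitors lower millipolarization by displacing the labeled peptide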
Target sequence (Q07817 whole entry, looked up): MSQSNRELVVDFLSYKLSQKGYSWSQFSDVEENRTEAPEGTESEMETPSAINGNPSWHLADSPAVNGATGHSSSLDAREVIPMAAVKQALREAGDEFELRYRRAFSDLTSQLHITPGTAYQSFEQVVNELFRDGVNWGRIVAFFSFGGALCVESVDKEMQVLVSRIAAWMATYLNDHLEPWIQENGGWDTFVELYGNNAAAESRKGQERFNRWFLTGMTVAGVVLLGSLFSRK
MCL1-BIM inh: inhibitors of MCL1 binding to BIM-BH3, primary screen, biochemical, fluorescence polarization; Induced myeloid leukemia cell differentiation protein Mcl-1 (Homo sapiens), Q07820; GST-MCL1 / FITC-Bim-BH3 fluorescence polarization; inhibition, % at 10.9 µM; 320,000 tested, 0.68% active;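 active = inhibition above the mean inhibition of all tested compounds plus 3 SD, set per campaign, cut at about 40% in these data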;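 note: 0% = DMSO wells and 100% = unlabeled Bim-BH3 peptide control; higher means more loss of mP so more displacement of Bim peptide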
pPAFAH FP inh: pPAFAH enzyme inhibitors, primary screen, biochemical, fluorescence polarization, human | 330,000 tested, 1.5% active | Platelet-activating factor acetylhydrolase (Homo sapiens), Q13093 | inhibition, % at 3.39 µM | AID 463082, 2010 | recombinant pPAFAH, FP-rhodamine probe fluorescence polarization;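 active = inhibition above the mean inhibition across the screen plus 3 SD, cut at about 25% in these data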;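 note: inhibitors block binding of the rhodamine activity-based probe so polarization drops; 0% = enzyme with DMSO and 100% = wells lacking pPAFAH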
An asterisk follows results filed as active; x = no result given. Only part of the results is shown; rates above refer to the full screens.

SMILES	GLD-1 RNA inh	PAFAH1B2 FP inh	AHR activator	Fam108B inh	MEX-5 binding	PME-1 inh	Bcl-xL primary	MCL1-BIM inh	pPAFAH FP inh
COCCNc1oc(Cc2cccc3ccccc23)nc1C#N	-6	3	1	3	0.5	-7	-3	4	7
Cc1ccc(Cl)cc1NC(=O)COC(=O)C1CC1	-6	0	17	-4	0.0	6	3	10	-4
Cc1ccc(NC(=O)c2sc(N)nc2-c2ccccc2)cc1C	6	4	35	-2	-0.4	-6	-7	-5	1
Cn1c(=O)[nH]c(NCCc2ccc(O)cc2)c([N+](=O)[O-])c1=O	-3	20	1	-2	-0.9	-4	10	3	0
CCSc1nc2c(c(=O)[nH]1)C(c1cccnc1)C(C(=O)OC)=C(C)N2 (stereo unspecified)	-4	2	4	-1	-0.8	1	2	1	2
CCOC(=O)c1c(-c2ccccc2)csc1NC(=O)CSc1nncs1	-6	1	7	0	2.0	-8	-3	8	11
CS(=O)(=O)N1CCc2cc(C(=O)Nc3ccc(O)cc3)ccc21	-1	5	1	-2	0.2	3	7	5	2
CCCNC(=O)CS(=O)Cc1nc(-c2ccccc2C)oc1C (stereo unspecified)	-1	3	1	4	-0.6	-1	0	5	0
CC(C)(C)OC(=O)[C@H](NC(=O)OCc1ccccc1)c1ccccc1	10	-3	-2	x	x	4	-5	-4	1
O=C(Cn1nnc(-c2ccc(F)cc2)n1)OCC(=O)c1ccccc1	-1	1	-1	-1	-1.5	2	-8	-11	5
CCCC(=O)Nc1cccc(NC(=O)c2ccc3c(c2)OCO3)c1	-1	-3	37	-3	0.5	1	-2	-1	0
CCOCCCNc1nc2c([nH]1)c(=O)n(C)c(=O)n2C	7	-1	8	6	-1.7	1	-4	-3	-7
O=C(Cn1cc(/C=N/O)c2ccccc21)N1CCOCC1	4	0	4	4	4.0	6	6	0	-2
COc1cccc(NC(=O)COc2coc(CN3CCN(c4ccccc4)CC3)cc2=O)c1	-5	1	0	5	1.7	0	1	-3	6
CNC(=O)c1ccc(CN(C)CC(=O)Nc2ccccc2C(=O)NC2CC2)cc1	7	-3	4	x	x	0	-17	-20	-4
CCCN1CCN(C(=O)C2CCCN(c3ncnc4c3nc3n4CCCCC3)C2)CC1 (stereo unspecified)	2	-2	4	-2	0.0	-8	2	4	-7
O=C(Cn1cc2c(n1)CCCC2)NCc1ccccn1	20	7	2	6	-9.2	4	26	31	7
Cc1ccc(NC(=O)CSc2nnc(C3CC3)n2CC2CCCO2)c(C)c1 (stereo unspecified)	-5	5	2	3	-1.0	3	2	3	-1
CC1CCCN(CCCOc2ccc(Br)cc2Cl)C1 (stereo unspecified)	5	-2	1	-2	-1.3	-1	5	6	3
Cc1nnc(C)n1N	-4	7	-1	2	2.4	3	-3	2	1
Cn1cnnc1SC1c2cccc3cccc(c23)C1NS(=O)(=O)c1ccc(Cl)cc1 (stereo unspecified)	3	10	15	1	-0.4	11	2	4	13
O=C(N1CCCCCC1)n1c(Cc2ccccc2)nc2ccccc21	8	12	0	0	-2.2	0	2	4	2
CCN(c1cccc(C)c1)S(=O)(=O)c1ccc2c(c1)NC(=O)CCS2	2	5	0	3	1.1	5	8	1	9
CCc1noc(C)c1C(=O)OCC(=O)N1CCc2ccccc21	4	1	6	x	x	6	1	-1	5

Some of the entries so far, with two lines to a compound.
The line under a structure holds: GLD-1 RNA inh	PAFAH1B2 FP inh	AHR activator	Fam108B inh	MEX-5 binding	PME-1 inh	Bcl-xL primary	MCL1-BIM inh	pPAFAH FP inh
Cn1cnnc1SC1c2cccc3cccc(c23)C1NS(=O)(=O)c1ccc(Cl)cc1 (stereo unspecified)
  3	10	15	1	-0.4	11	2	4	13
O=C(N1CCCCCC1)n1c(Cc2ccccc2)nc2ccccc21
  8	12	0	0	-2.2	0	2	4	2
CCN(c1cccc(C)c1)S(=O)(=O)c1ccc2c(c1)NC(=O)CCS2
  2	5	0	3	1.1	5	8	1	9
CCc1noc(C)c1C(=O)OCC(=O)N1CCc2ccccc21
  4	1	6	x	x	6	1	-1	5

Continuation:
SMILES	GLD-1 RNA inh	PAFAH1B2 FP inh	AHR activator	Fam108B inh	MEX-5 binding	PME-1 inh	Bcl-xL primary	MCL1-BIM inh	pPAFAH FP inh
CC(C)CCNC(=O)CCCOc1cc(=O)n(C)c2ccccc12	-12	5	-5	4	-0.6	3	-5	-6	5
COc1cc2nc(N3CCN(c4cc(C)ccc4C)CC3)nc(N)c2cc1OC	-7	-1	2	10	-0.5	16	-2	-1	12
CCCNC(=O)/C(=C/c1cn(S(=O)(=O)N(C)C)c2ccccc12)NC(=O)c1ccc(OC)cc1	1	3	2	-2	1.3	5	3	-1	-3
CCCC(=O)OC/C(O)=C(\C#N)c1nc2ccccc2[nH]1	-2	2	16	8	0.5	4	2	2	6
Cn1cc(C(=O)N/N=C/c2ccc([N+](=O)[O-])cc2)c2ccccc21	-2	x	-4	-15	-4.6	-10	-7	0	-2
COc1ccc2cc(C(C)C(=O)N3CCC(C)CC3)ccc2c1 (stereo unspecified)	6	4	-2	2	2.2	5	6	0	8
Cc1cccc(C(=O)N(Cc2nc3ccccc3c(=O)[nH]2)C2CCCC2)c1	0	10	1	5	-0.1	-2	4	-4	-1
CC(=O)[C@@]1(O)CC[C@H]2[C@@H]3C[C@H](C)C4=CC(=O)CC[C@]4(C)[C@H]3CC[C@@]21C	3	4	2	2	-1.1	6	-4	7	2
CCOC(=O)c1c(C)[nH]c(C(=O)COC(=O)CNC(=O)C2CCCCC2)c1C	3	4	7	1	0.3	5	4	0	-2
COc1ccc(C(OC(=O)c2ccco2)C(=O)NC2CCCC2)cc1 (stereo unspecified)	4	3	-1	-2	0.0	7	-4	-3	0
CCOC(=O)N1CCN(C(=O)C2CCCN(S(=O)(=O)c3cc(C)ccc3OC)C2)CC1 (stereo unspecified)	-1	2	0	1	-4.4	-6	7	6	-2
CC1CC(C)CN(CCCNS(=O)(=O)c2cc(Br)cc3c2N(C(=O)C2CC2)CC3)C1 (stereo unspecified)	-12	3	3	3	-0.5	-2	6	8	1

Compound profiles, as listed above. Order of values: GLD-1 RNA inh, PAFAH1B2 FP inh, AHR activator, Fam108B inh, MEX-5 binding, PME-1 inh, Bcl-xL primary, MCL1-BIM inh, pPAFAH FP inh
`CC(=O)[C@@]1(O)CC[C@H]2[C@@H]3C[C@H](C)C4=CC(=O)CC[C@]4(C)[C@H]3CC[C@@]21C` is listed as 3, 4, 2, 2, -1.1, 6, -4, 7, 2
`CC(C)CCNC(=O)CCCOc1cc(=O)n(C)c2ccccc12` is listed as -12, 5, -5, 4, -0.6, 3, -5, -6, 5
`CCCNC(=O)/C(=C/c1cn(S(=O)(=O)N(C)C)c2ccccc12)NC(=O)c1ccc(OC)cc1` is listed as 1, 3, 2, -2, 1.3, 5, 3, -1, -3

Entries listed so far that have two or more sulfur atoms, in the order listed:
SMILES	GLD-1 RNA inh	PAFAH1B2 FP inh	AHR activator	Fam108B inh	MEX-5 binding	PME-1 inh	Bcl-xL primary	MCL1-BIM inh	pPAFAH FP inh
CCOC(=O)c1c(-c2ccccc2)csc1NC(=O)CSc1nncs1	-6	1	7	0	2.0	-8	-3	8	11
Cn1cnnc1SC1c2cccc3cccc(c23)C1NS(=O)(=O)c1ccc(Cl)cc1 (stereo unspecified)	3	10	15	1	-0.4	11	2	4	13
CCN(c1cccc(C)c1)S(=O)(=O)c1ccc2c(c1)NC(=O)CCS2	2	5	0	3	1.1	5	8	1	9

The listing continues:
SMILES	GLD-1 RNA inh	PAFAH1B2 FP inh	AHR activator	Fam108B inh	MEX-5 binding	PME-1 inh	Bcl-xL primary	MCL1-BIM inh	pPAFAH FP inh
CCC(C)(C(=O)NC1CCCCC1)N(C(=O)C1CCC(=O)N1)c1ccc(C)cc1 (stereo unspecified)	-5	6	1	2	x	-1	3	-5	-3
CCOC(=O)CSc1cc(-c2ccccc2)nc2ncnn12	-39	3	-1	1	1.0	4	-4	-5	2
CCc1ccc(C(=O)COC(=O)c2cc([N+](=O)[O-])ccc2NCCO)cc1	11	-1	1	-1	-0.3	7	0	0	8
CC1CCCCN1CCNC(=O)c1cc2c(-c3ccccc3F)nn(C)c2s1 (stereo unspecified)	-5	1	17	-4	0.5	1	4	9	-3
Cc1ccc(C)c(OCCC(=O)NNC(=O)c2ccccc2F)c1	-2	-4	2	5	-1.6	-2	3	1	1
O=C(Nc1cc2c3c(c1)C1CCCC1CN3CC1CCCC21)c1ccccc1 (stereo unspecified)	4	1	6	5	-0.7	4	6	5	9
CCc1cccc(C)c1NC(=O)CSc1ncn[nH]1	-3	-3	2	-2	2.7	3	4	-2	0
O=C(Nc1ccccc1N1CCCCC1)c1ccc(N2C(=O)c3ccccc3C2=O)cc1	3	3	0	-4	-2.1	-3	1	6	-2
COc1ccc(S(=O)(=O)NCc2ccccn2)cc1Br	20	-3	-5	-6	-3.3	-1	-5	-1	1
CCOC(=O)CNC(=O)CSc1nnc(NC(=O)c2ccc(S(=O)(=O)N3CCOCC3)cc2)s1	10	8	-2	0	-0.6	-5	-2	-16	4
O=C(Nc1ccc(SC(F)F)cc1)c1cc(-c2ccncc2)nc2ccccc12	2	-1	17	x	x	-11	-12	-19	0
O=C1CC(N2CCC(O)(c3ccc(Br)cc3)CC2)C(=O)N1c1ccc(Cl)cc1 (stereo unspecified)	1	0	3	-4	0.6	-1	5	8	6
CCOC(=O)c1ccc(NC(=O)CCc2nnc3ccc(N4CCN(C)CC4)nn23)cc1	0	0	-2	5	-0.8	-1	4	4	-3
CCOC(=O)C1CCN(C(=O)CSCc2nc(-c3ccc(OCC)cc3)oc2C)CC1	2	3	-3	5	0.4	-6	2	5	8
Cc1nn(-c2ccccc2)c(Cl)c1/C=C1/C(=N)N2N=C(C(C)C)SC2=NC1=O	-3	-3	2	5	-1.5	-3	5	-7	-8
CN(CCCC(=O)Nc1ccc(Br)cc1F)S(=O)(=O)c1ccccc1	9	0	6	10	-4.9	-6	5	11	3
CCCn1c(N)c(C(=O)CN(C)CC(=O)Nc2ccc(F)cc2)c(=O)[nH]c1=O	2	2	5	x	x	3	2	2	2
N#Cc1ccccc1OCC(=O)NCc1ccccc1CN1CCCC1	4	-8	12	x	x	-5	-1	1	1
CC12CCC(=O)N1C(C(=O)Nc1ccc(Cl)c(Cl)c1)CS2 (stereo unspecified)	-3	2	1	-1	-0.7	-3	1	-2	2
CCOC(=O)C1CCN(C(=O)CN2C(=O)CSc3ccc(S(=O)(=O)N4CCOCC4)cc32)CC1	4	0	1	-1	-0.9	-1	4	0	0
CN1CCCC(OC(=O)c2cc(Br)ccc2Cl)C1 (stereo unspecified)	3	1	2	5	1.1	-3	3	5	2
Nc1c(-c2cccc(Cl)c2)cnn1-c1cccc([N+](=O)[O-])c1	0	8	-2	7	2.2	3	5	3	6
